# RAM network inh: inhibitors of the yeast RAM network; S. cerevisiae dse1pr::URA3 reporter, 5-FOA growth OD615, 2 d; analog-sensitive cbk1-as2 kinase mutant strain; inhibition, % at 50 µM; 1.8% of 190,000 active; AID 868;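 active means inhibition above a set limit, 3 SD over mean compound inhibition, cut at about 8.4% in these data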;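 further: 0% = DMSO-only wells with no growth and 100% = 10 µM 1-NA-PP1 full growth; inhibition rescues growth on 5-FOA so higher OD means more RAM inhibition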
# Hsp70 activator: transcriptional activators of Hsp70; HeLa Hsp70 promoter luciferase reporter, luminescence; scaled: vehicle 0, proteasome-inhibitor control 100%; activation, % at 10 µM; 0.04% of 200,000 active; AID 1203;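 active means activation above the mean across all tested compounds plus 3 SD, cutoff set per campaign, cut at about 5.5% in these data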;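 further: 100% = MG132 at 30 µM as the positive control and 0% = DMSO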
# TNAP inh no acc: inhibitors of human TNAP without phosphate acceptor; AID 1012; P05186; purified TNAP, CDP-star luminescence, 30 min; 0.26% of 200,000 active; inhibition, % at 20 µM;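 active means tissue-nonspecific alkaline phosphatase inhibition above about 50% at 20 µM in the single-dose screen, limit read from the data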;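 further: 0% = DMSO negative control and 100% = EDTA positive control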
# Redox H2O2 prof: compounds producing H2O2 with reducing agent – biochemical, NIH compound library profiling, artefact control for MLSCN library redox annotation, primary screen; AID 878; 0.03% of 200,000 active; DTT-dependent redox cycling H2O2, phenol red/HRP absorbance; 100% = 100 µM peroxide control, 0% = buffer; activation, % at 10 µM;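 active means activation of at least 50% relative to the plate's high and low controls in the primary single-dose screen; inactive means activation below 50%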;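 further: compound incubated with DTT at 0.8 mM final as the reducing agent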
# L major viab: reduces viability of Leishmania major promastigotes. resazurin fluorescence viability. inhibition, % at 10 µM. 9% of 200,000 active. AID 1063; in the data active means inhibition above about 50%;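 further: promastigotes grown with compound for 44 hours at 28 °C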
# S1P3 antag: antagonists of human S1P3 receptor | 0.27% of 170,000 active | Q99500 | CHO S1P3 NFAT-BLA reporter, FRET fluorescence, antagonist mode | AID 485 | inhibition, % at 4.98 µM;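 active means inhibition above the plate cutoff, the mean inhibition of test wells on that plate plus 3 SD, cut at about 28% in these data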;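 further: cells challenged with S1P at its EC80 of 0.8 µM; blue over green emission ratio from cleaved BLA substrate after 4 h stimulation; 0% = S1P-stimulated wells and 100% = unstimulated DMSO-only wells; some compounds past the cut are filed as inactive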
# Target sequence (Q99500 whole entry, looked up): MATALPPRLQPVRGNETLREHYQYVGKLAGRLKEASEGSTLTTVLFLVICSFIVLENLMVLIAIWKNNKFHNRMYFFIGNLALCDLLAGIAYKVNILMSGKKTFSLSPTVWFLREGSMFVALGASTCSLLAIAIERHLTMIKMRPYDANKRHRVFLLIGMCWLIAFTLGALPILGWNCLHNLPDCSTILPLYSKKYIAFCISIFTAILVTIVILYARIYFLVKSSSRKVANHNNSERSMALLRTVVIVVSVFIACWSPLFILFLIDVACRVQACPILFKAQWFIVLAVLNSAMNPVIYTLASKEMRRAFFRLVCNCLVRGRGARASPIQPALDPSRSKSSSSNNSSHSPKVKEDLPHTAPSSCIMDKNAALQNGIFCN
# PMI activator: activators of human phosphomannose isomerase | P34949 | purified human PMI, coupled resazurin fluorescence, 20 min; stronger effect = higher value; 1 = vehicle control, 0 substrate-free wells | activation factor at 20 µM | 0.005% of 190,000 active | AID 1214;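 active means activation factor of 2 or more at 20 µM, relative to plate controls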
# TNAP inh hi DEA: TNAP (human) inhibition, high acceptor | 0.03% of 200,000 active | inhibition, % at 20 µM | purified TNAP, CDP-star luminescence, 1 M DEA | P05186;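 active means over 50% inhibition of tissue-nonspecific alkaline phosphatase at 20 µM in the single-dose screen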;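 further: plate controls were DMSO wells for no effect and EDTA-quenched wells as full inhibition for full effect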
# PMI act hi M6P: PMI (human) activation, high substrate | P34949 | coupled PMI enzyme assay, resazurin fluorescence, 20 min; stronger effect = higher value; 1 = untreated enzyme, 0 = substrate-free blank | activation factor at 20 µM | 0.34% of 190,000 active;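 active means activation factor of 2 or more at 20 µM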
#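 Test system: human phosphomannose isomerase with PGI, G6PDH, diaphorase coupling enzymes / Doses: 20 µM compound, 1% DMSO / Times: enzyme reaction with compound 20 min at room temperature / Measured by: Diaphorase-driven resazurin-to-resorufin fluorescence, excitation 544, emission 590 nm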
# Efa HMGR inh: blocks class II HMG-CoA reductase of Enterococcus faecalis. purified E. faecalis HMGR, NADPH absorbance 340 nm kinetic. inhibition, % at 10 µM. 0.41% of 190,000 active. AID 1066;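 active means inhibition above a set limit, the median over all tested compounds plus 3 SD, cut at about 9.5% in these data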;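 further: enzyme runs in reverse so mevalonate oxidation gives rising NADPH absorbance; 0% = complete reaction with DMSO and 100% = background rate lacking mevalonate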
# An asterisk follows results filed as active; nt = no result given.
1. COc1ccccc1OCc1ccc(C(=O)NN)cc1
2. O=C(CNC(=S)N(CCCN1CCOCC1)Cc1cccs1)NCCN1CCOCC1
3. CC1CCN(S(=O)(=O)c2ccc(NC(=O)CN3CCOCC3)cc2)CC1
4. O=C1NN(c2ccc(F)cc2)C(=O)/C1=C\c1cnn(-c2ccccc2)c1
5. O=C(Nc1ccc(C(=O)N2CCOCC2)cc1)Nc1cccc2ccccc12
6. c1csc(-c2csc3ncnc(NCCCN4CCOCC4)c23)c1
7. C=CCOc1ccc(/C(O)=C2\C(=O)C(=O)N(CCOC)C2c2cccnc2)cc1 (centres undefined)
8. Cc1ccc(C)c(NC(=O)c2cc(=O)c3ccccc3o2)c1
Screen / compound no.	1	2	3	4	5	6	7	8
RAM network inh	-0.5	1.3	1.1	0.9	2.2	0.3	1.3	-0.3
Hsp70 activator	-0.2	0.0	-0.3	-0.2	-0.1	-0.5	0.1	-0.1
TNAP inh no acc	-13.9	-21.1	-3.9	-2.3	-0.9	-10.3	-3.9	3.7
Redox H2O2 prof	-0.1	-0.3	0.2	-0.3	-0.1	3.5	3.4	-0.1
L major viab	-4.0	-3.3	-1.8	5.3	11.2	24.1	-8.1	3.8
S1P3 antag	nt	-8.5	nt	-3.2	-3.1	4.8	7.2	-0.7
PMI activator	1.1	1	0.9	1	1	1	1	1
TNAP inh hi DEA	-6.8	-3.0	1.3	-3.4	-2.1	-2.1	-4.7	0.7
PMI act hi M6P	1.1	1	1	1.1	0.9	1	1.1	1
Efa HMGR inh	-0.7	-0.5	0.3	-5.5	-1.9	-0.1	1.8	-3.1

9. COc1ccc(NC(=O)CSc2nc3sc(C)c(C)c3c(=O)n2Cc2ccco2)cc1
10. OCCNc1nc(N2CCN(Cc3ccccc3)CC2)nc2ccccc12
11. CCOc1cc(NC(=O)c2ccccn2)c(OCC)cc1NC(=O)c1ccc(OC)cc1
12. CCn1c(SCC(=O)Nc2ccccc2C)nnc1-c1ccccc1O
13. CC1CC(C)(C)NC(=S)N1CCCC(=O)Nc1ccccc1F (centres undefined)
14. O=c1oc2c(CN3CCCCCC3)c(O)ccc2cc1-c1nc2ccccc2[nH]1
15. CCOC(=O)c1c(C)c(C(=O)N2CCc3ccccc3C2)c(C)n1CC
16. Cc1nc(-c2cccs2)ccc1C(=O)O
Screen / compound no.	9	10	11	12	13	14	15	16
RAM network inh	3.6	0.4	10.6*	0.6	1.9	nt	0.9	-0.1
Hsp70 activator	-0.3	-0.2	-0.2	0.3	0.1	nt	-0.3	-0.2
TNAP inh no acc	-10.3	-4.6	-10.1	-5.6	-10.8	-31.0	-3.4	-10.6
Redox H2O2 prof	2.2	2.2	1.2	-0.4	-0.7	nt	-0.6	-0.3
L major viab	-1.8	2.5	-4.0	-5.5	-1.5	nt	13.7	-5.0
S1P3 antag	3.9	0.5	-0.7	3.2	3.8	29.6	11.5	-11.7
PMI activator	0.9	1	0.8	0.9	1	1	1	1
TNAP inh hi DEA	-2.0	-8.8	-1.3	-6.2	-4.9	-11.3	-2.7	-4.5
PMI act hi M6P	0.9	1.1	0.7	0.9	0.9	0.9	1	1
Efa HMGR inh	-4.8	5.0	-0.7	1.6	-0.9	nt	-3.3	-3.3

17. Nc1ccc2nc(N3CCOCC3)sc2c1
18. O=C(Cc1ccc(Br)cc1)NC1CCSC1=O (centres undefined)
19. O=C(/C=C/c1ccc(Br)o1)NCc1ccccc1
20. Cc1nc(Nc2ccc(S(N)(=O)=O)cc2)oc1C
21. Cc1noc(C)c1COC(=O)c1cccnc1SCC(=O)Nc1ccc2c(c1)OCO2
22. Cc1ccc(-c2nnn(CC(=O)O)n2)cc1
23. N/C(=N\OC(=O)Cc1ccccc1[N+](=O)[O-])c1ccc(Br)cc1
24. CC1=CN2C(=N)/C(=C/c3cn(CCCOc4ccccc4C)c4ccccc34)C(=O)N=C2S1
25. O=C(CSc1nc2ccc(Cl)cc2[nH]1)NCCc1ccccc1
Screen / compound no.	17	18	19	20	21	22	23	24	25
RAM network inh	1.6	-0.5	2.9	2.2	3.1	3.0	2.2	4.2	1.6
Hsp70 activator	-0.2	-0.2	0.1	-0.3	-0.3	-0.2	-0.2	-0.4	-0.4
TNAP inh no acc	-12.7	-6.5	-3.8	-3.5	-7.9	-4.3	-2.9	0.7	-14.3
Redox H2O2 prof	0.2	-0.3	-0.5	-0.2	1.6	0.6	0.2	0.3	-0.4
L major viab	6.9	-2.4	-4.0	1.9	1.3	-2.8	10.7	45.9	-0.1
S1P3 antag	-19.6	-3.0	14.1	3.1	-14.1	nt	1.2	-9.5	-2.5
PMI activator	0.7	1.1	1.2	1	1	1	0.8	0.8	0.9
TNAP inh hi DEA	0.4	9.7	3.3	-8.4	-10.1	-4.9	-2.1	4.9	0.5
PMI act hi M6P	0.4	1.1	1.1	1	0.9	1	0.8	0.9	0.7
Efa HMGR inh	2.3	0.1	4.2	-5.7	-0.8	1.7	-9.4	2.6	-3.4

# By substructure: the compounds so far containing four or more nitrogen atoms.
2. O=C(CNC(=S)N(CCCN1CCOCC1)Cc1cccs1)NCCN1CCOCC1
4. O=C1NN(c2ccc(F)cc2)C(=O)/C1=C\c1cnn(-c2ccccc2)c1
6. c1csc(-c2csc3ncnc(NCCCN4CCOCC4)c23)c1
10. OCCNc1nc(N2CCN(Cc3ccccc3)CC2)nc2ccccc12
12. CCn1c(SCC(=O)Nc2ccccc2C)nnc1-c1ccccc1O
22. Cc1ccc(-c2nnn(CC(=O)O)n2)cc1
24. CC1=CN2C(=N)/C(=C/c3cn(CCCOc4ccccc4C)c4ccccc34)C(=O)N=C2S1
Screen / compound no.	2	4	6	10	12	22	24
RAM network inh	1.3	0.9	0.3	0.4	0.6	3.0	4.2
Hsp70 activator	0.0	-0.2	-0.5	-0.2	0.3	-0.2	-0.4
TNAP inh no acc	-21.1	-2.3	-10.3	-4.6	-5.6	-4.3	0.7
Redox H2O2 prof	-0.3	-0.3	3.5	2.2	-0.4	0.6	0.3
L major viab	-3.3	5.3	24.1	2.5	-5.5	-2.8	45.9
S1P3 antag	-8.5	-3.2	4.8	0.5	3.2	nt	-9.5
PMI activator	1	1	1	1	0.9	1	0.8
TNAP inh hi DEA	-3.0	-3.4	-2.1	-8.8	-6.2	-4.9	4.9
PMI act hi M6P	1	1.1	1	1.1	0.9	1	0.9
Efa HMGR inh	-0.5	-5.5	-0.1	5.0	1.6	1.7	2.6

# Compound activity as filed in PubChem.
